# TCR activator = T cell receptor activation | primary human leukocytes, anti-CD3, IL-2 HTRF, 48 h | Potency, µM (doses to about 9.22 µM), for the others: top-dose activation of IL-2 secretion, usual class: activators | 330,000 tested, under 10 active | AID 504894; note: % of control where 0% means no effect
#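 HTRF read-out of IL-2 secretion: europium cryptate donor excited at 320nm, d2 acceptor emission at 665nm. Cells were primary human leukocytes incubated 48 hr with compounds and a-CD3 beads, supplying TCR signal only.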
# ASM inhibitor = blocks human secretory acid sphingomyelinase; P17405; placental ASM, HMU-PC fluorogenic substrate, 60 min; Potency, µM (series often up to 57.5 µM), for the others: at the highest dose activity change, negative = inhibition, hits mostly inhibitors; 340,000 tested, 0.006% active; note: potency is the fitted concentration of half-maximal effect
#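 Fluorescence read-out (Ex 386 nm, Em 447 nm) after stopping the reaction at pH 10. Enzyme: ASM from human placenta; substrate HMU-PC0, 9 uM final; 60 min, 37 °C. Compound preincubation 10 min, ambient temperature.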
# CXXC DNA block = inhibitors of human MLL CXXC domain-DNA interaction; MLL-CXXC / FITC-HOXA9 DNA fluorescence polarization; Potency, µM (top dose mostly 115 µM), without a hit: at the top dose activity change, negative = inhibition, most hits filed as inhibitors; 290,000 tested, 0.037% active; AID 2662; active = well fitted inhibition curve with a large enough effect in the polarisation, with a control signal flat, not every such curve was filed as active; inconclusive = small, poorly fitted or top-dose-only effect, or effect the other way, or a change in a side signal; inactive = no such curve, though single readings can be large or run the other way; the % refers to the polarisation; note: potency is the fitted concentration of half-maximal effect
#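 Purified MLL-CXXC (added from a 7 uM solution) was preincubated 5 min at ambient with pinned compounds in 50 mM Tris-HCl pH 7.5, 50 mM NaCl, 1 mM DTT, 0.05% BSA. Fluorescein-labeled HOX-A9 DNA (50 nM solution) followed, 30 min, then polarization read.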
# a7 integrin act = integrin-mediated muscular dystrophy alleviation activation; alpha7betagal myoblasts, beta-gal FDG fluorescence, 48 h; 350,000 tested, 0.064% active; Potency, µM (highest dose often 38.3 µM), for inactives: at the top dose activation, most hits filed as activators;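 note: potency is the fitted concentration of half-maximal effect; 100% = response of the positive control SU9516; nearly all actives have a fitted effect of over 60% in size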
#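 Alpha7betagal+/- myoblasts (passage 13) were plated 16-24 hr, then exposed to compounds (1:260 dilution of DMSO stock) for 48 hours at 37C. After MPER lysis, β-galactosidase reporter activity was read as FDG fluorescence (ex 480/em 540) after 30 minutes.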
# MBNL1 CUG block = blocks human MBNL1 binding to CUG repeat RNA | Q9NR56 | TR-FRET MBNL1-His/biotin-(CUG)12 binding, 665/545 ratio | Potency, µM (series often up to 57.5 µM), inactives show at the top dose activity change, negative = inhibition, usual class: inhibitors | 280,000 tested, 0.036% active; active = well fitted inhibition curve with a large enough effect in the signal ratio, with a control signal flat, not every such curve was filed as active; inconclusive = small, poorly fitted or top-dose-only effect, or effect the other way, or a change in a side signal; inactive = no such curve, though single readings can be large or run the other way; the % refers to the signal ratio; note: potency is the fitted concentration of half-maximal effect; % is set by controls: 0 for no effect and ±100 for the full control effect
#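 Compounds (final 92 nM to 58 uM) are added to His-tagged MBNL1 and biotin-(CUG)12, then terbium anti-His antibody and streptavidin-XL665 (5 nM final). After 60 min at room temperature, the 665/545 nm ratio is read.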
# Menin-MLL TR inh = inhibitors of human menin-MLL interaction, mutant MLL peptide; O00255; Menin + Texas Red MLL mutant peptide, fluorescence polarization; Potency, µM (top dose mostly 61.6 µM), for the others: top-dose FP activity change, negative = inhibition, actives largely listed as inhibitors; 270,000 tested, 0.23% active; AID 1768; active = well fitted inhibition curve with a large enough effect in the polarisation, with a control signal flat, not every such curve was filed as active; inconclusive = small, poorly fitted or top-dose-only effect, or effect the other way, or a change in a side signal; inactive = no such curve, though single readings can be large or run the other way; the % refers to the polarisation; note: potency is the fitted concentration of half-maximal effect; % of control where 0% means no effect; many of its hits are not listed in these tables
# A-T KAP1 phos = potential ataxia-telangiectasia treatments restoring KAP-1 phosphorylation. […] A-T fibroblasts, KAP-1 phosphorylation AlphaLISA; neocarzinostatin DNA damage 30 min before lysis. Potency, µM (highest dose often 57.5 µM), for inactives: at the top dose activation, most hits filed as activators. 320,000 tested, 0.19% active; note: potency is the fitted concentration of half-maximal effect; % of control where 0% means no effect; nearly all actives have a fitted effect of over 45% in size
#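 hTERT-immortalized A-T patient fibroblasts ([…]), 500 cells/well in OPTI-MEM, 1% FBS, got compounds for 60 min, then NCS for 30 min at 37C. Lysates were then assayed for phospho-KAP-1 by AlphaLISA (anti-pKAP1 donor, anti-KAP1 acceptor beads), 6 hr at 25C.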
# TSG101-PTAP inh = blocks PTAP/TSG101 interaction to inhibit HIV-1 budding; AID 493005; 340,000 tested, under 10 active; Fluorescence polarization, FITC-PTAP peptide / Tsg101 binding; Q99816; Potency, µM (highest dose often 115 µM), for the others: at the top dose activity change, negative = inhibition, most hits filed as inhibitors; active = well fitted inhibition curve with a large enough effect in the main read-out, with a control signal flat, not every such curve was filed as active; inconclusive = small, poorly fitted or top-dose-only effect, or effect the other way, or a change in a side signal; inactive = no such curve, though single readings can be large or run the other way; note: potency is the fitted concentration of half-maximal effect; % of control where 0% means no effect
#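 Tsg101 binding domain (10 uM final) was mixed with compound and a FITC-labeled PTAP peptide (50 nM final) in HEPES pH 7.5 buffer with NaCl, Tween 20, EDTA and TCEP; fluorescence polarization was read after 20 min at r.t.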
# TSHR antag = blocks TSH signaling through the human TSH receptor | P16473 | TSHR-expressing cells, TSH-stimulated cAMP HTRF, 2 h; hits give low values | activity change, negative = inhibition, % at 11.5 µM | 330,000 tested, 0.2% active;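 active = activity change below a set negative limit, meaning inhibition stronger than a set level, cut at about -70% in these data; inconclusive = activity change between two set negative limits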; note: % is set by controls: 0 for no effect and ±100 for the full control effect
#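 Antagonism was scored as loss of TSH-driven cAMP in TSHR cells, stimulated with 4nM TSH (EC80) for 2 hours at 37 deg C and detected by homogeneous HTRF competition immunoassay.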
# Mito fusion act = mitochondrial division inhibition or fusion activation. S. cerevisiae fusion-defective mutant growth rescue, CellTiterGlo 48 h. Potency, µM (series often up to 46.1 µM), for the others: at the top dose growth rescue (activation), usual class: activators. 320,000 tested, 0.23% active. AID 485298;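 note: potency is the fitted concentration of half-maximal effect; % of control where 0% means no effect; nearly all actives have a fitted effect of over 45% in size; temperature-sensitive fusion mutants such as fzo1-1 at 37 °C on non-fermentable ethanol glycerol medium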
#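 Read-out: ATP-based luminescence (CellTiterGlo, 10 min ambient) reporting growth of fusion-defective ts yeast after 48 hours at 37C on glycerol/ethanol YPEG medium in the presence of compound.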
# * = called active by the depositor; ? = inconclusive; nt = no result given; [ ] = another dose, or the depositor's remark. Unless noted, calls come from the whole dose curve; as a rule, active = well fitted curve in the direction sought with a large enough effect; inconclusive = small, poorly fitted or top-dose-only effect, or another doubt; inactive = no such curve, though single readings can be large; an effect the other way counts as inactive or inconclusive.
no.	Molecule	TCR activator	ASM inhibitor	CXXC DNA block	a7 integrin act	MBNL1 CUG block
1	CSc1ccccc1NC(=O)CN1CCN(Cc2ccccc2)CC1	nt	nt	-6%	nt	-2%
2	CC(C)c1ccc(-n2cnn(-c3ncccc3[N+](=O)[O-])c2=O)cc1	-2%	-1%	2%	-390%[inhibitor]	?
3	N#CC1(NC(=O)CSc2nnc(Cc3ccccc3)o2)CCCCC1	-5%	1%	nt	14%	nt
4	Cc1noc(C)c1S(=O)(=O)N(C)C[C@H]1Oc2c(NC(=O)NC(C)C)cccc2C(=O)N([C@H](C)CO)C[C@@H]1C	-4%	1%	nt	-2%	nt
5	c1coc(C2=NCCc3ccccc32)c1	16%	0%	-5%	-11%	?
6	CCOc1ccc(C(=O)NCC(=O)OCc2c(F)cccc2Cl)cc1OCC	-1%[46.1 µM]	2%	0%	-4%	3%
7	COc1cccc(CN2CCN(C(=O)C3CCC(=O)N(C4CCCC4)C3)CC2)c1 (stereo not drawn)	4%	8%	-7%	?	-8%
8	COc1ccc(N2C(=O)CSC2c2cccc(F)c2)c(OC)c1 (stereo not drawn)	-6%	2%	9%	0%	4%
9	CC1CCCC(C)N1C(=O)COC(=O)c1ccccc1O (stereo not drawn)	-10%	3%	nt	50%	nt
10	CCn1c(SCC(=O)OCc2ccccc2)nnc1-c1ccco1	-13%	8%	-18%	20%	6%
11	CC(NC(=O)CCc1ccc(S(=O)(=O)NC2CCCCC2)cc1)c1ccccc1 (stereo not drawn)	1%	0%	16%	0%	0%
12	COc1ccc(NS(=O)(=O)c2cc(NC(=O)C3=NN(c4ccccc4)C(=O)CC3)ccc2C)cc1	-16%	?	nt	4%	nt
13	N=C1C(c2ccccc2)=C(O)CN1c1cccc(O)c1	1%	-1%	3%	3%	-3%
14	Cc1c(C(=O)OCC(=O)Nc2c(C)n(C)n(-c3ccccc3)c2=O)oc2ccccc12	-2%	5%	1%	3%	-1%
15	COc1ccc(OC)c(-c2csc(NC(=O)CSc3ccc(Br)cc3)n2)c1	-9%[46.1 µM]	-9%	-1%	-4%	-13%

no.	Menin-MLL TR inh	A-T KAP1 phos	TSG101-PTAP inh	TSHR antag	Mito fusion act
1	-10%	14%	nt	-2	3%
2	?	8%	-2%	1	-2%
3	nt	11%	-3%	-3	-1%
4	nt	-2%	2%	-4	nt
5	1%	5%	-4%	10	-4%
6	4%	6%	-1%	-5	0%
7	nt	4%	-6%	-3	2%
8	-9%	1%	1%	-12	2%
9	nt	24%	-1%	5	nt
10	-26%	0%	0%	-5	-1%
11	-1%	-2%	-3%	3	-2%
12	nt	nt	-2%	nt	nt
13	-2%	0%	-5%	15	-2%
14	-13%	1%	-1%	-1	2%
15	-18%	0%	0%	-10	?

# Along the list, as entered above.
# Nos. 7–12 in ASM inhibitor, in turn: 8%, 2%, 3%, 8%, 0%, ?

# Following part:
no.	Molecule	TCR activator	ASM inhibitor	CXXC DNA block	a7 integrin act	MBNL1 CUG block
16	CCN(CC)CCCN=Cc1c(O)n(Cc2ccccc2)c(=O)c2ccccc12	-1%	-3%	2%	-7%	?
17	c1ccc(COc2cncc(-c3cccnc3)c2)cc1	4%	-5%	nt	6%	nt
18	CCOCCCNC(=O)C(C)NS(=O)(=O)c1ccc(C)cc1 (stereo not drawn)	4%	5%	3%	10%	9%
19	CCOc1ccc(NC(=O)Nc2nc(SCC)ns2)cc1	-8%	?	7%	-10%	2%
20	CCOC(=O)c1c(N)sc(C(O)(C(F)(F)F)C(F)(F)F)c1-c1ccc(Cl)cc1	5%	-13%	-7%	-20%	-17%
21	CCNc1nc(NCC)n2c(SCC(=O)Nc3ccc(C)cc3Br)nnc2n1	2%[46.1 µM]	-3%	nt	9%	nt
22	O=C(NCCO)C(c1ccccc1)c1ccccc1	nt	0%	-4%	-19%[7.66 µM]	1%
23	CCN1CCN(S(=O)(=O)c2ccc(Oc3ccccc3OC)cc2)CC1	-1%	3%	1%	41%	-4%
24	COc1ccccc1N1CCN(C(=O)CCNS(=O)(=O)c2ccc(Br)s2)CC1	0%	-1%	3%	9%	-13%
25	C=CCn1c(-c2ccccc2)nc(=S)c2c1CCCC2	-3%	-2%	1%	6%	6%
26	CC12CCC(=O)N1C(C(=O)Nc1ccc(SC(F)F)cc1)CS2 (stereo not drawn)	-4%	-4%	nt	13%	nt
27	C(=N\N1CCN(c2ccccn2)CC1)/C1=C(N2CCOCC2)C(=C/c2ccccc2)/CC1	-5%	-11%	-17%	0%	-7%
28	O=[N+]([O-])c1cccc(N=Cc2ccccc2)c1	7%	1%	nt	?	nt
29	COCCNC(=O)c1cn(C)c2ccc(S(=O)(=O)N3CCCC3)cc2c1=O	-2%	-14%	12%	39%	0%
30	COc1cccc(CN2CC(C(=O)NCc3ccc(C)c(F)c3)CCC2=O)c1 (stereo not drawn)	-1%	-1%	3%	13%	-3%

no.	Menin-MLL TR inh	A-T KAP1 phos	TSG101-PTAP inh	TSHR antag	Mito fusion act
16	nt	3%	-2%	16	6%
17	nt	16%	-2%	45	-3%
18	-2%	1%	-1%	1	-2%
19	19%	2%	0%	-26	-2%
20	?	nt	-5%	9	7%
21	nt	-4%	-5%	-8	nt
22	14%	9%	-7%	4	-4%
23	-16%	-3%	-2%	-8	0%
24	8%	9%	-6%	4	13%
25	nt	7%	0%	0	3%
26	nt	19%	-4%	-1	12%
27	-16%	-4%	-3%	7	-5%
28	nt	nt	-6%	nt	nt
29	nt	18%	-5%	6	1%
30	2%	2%	-2%	-6	-2%

# (further entries)
no.	Molecule	TCR activator	ASM inhibitor	CXXC DNA block	a7 integrin act	MBNL1 CUG block
31	Cc1csc(NC(=O)CSc2nc(C(C)C)nc3c2c(=O)n(C)c(=O)n3C)n1	0%[46.1 µM]	-8%	0%	-6%	-10%
32	COc1ccc(-c2csc(Nc3cccnc3)n2)cc1	5%	-4%	1%	15%	7%
33	O=S(=O)(Nc1cccnc1)c1ccccc1	-2%	0%	-4%	2%	-7%
34	O=[N+]([O-])c1cc(C(F)(F)F)cc([N+](=O)[O-])c1N1CCCNCC1	4%	-13%	-6%	-21%	?
35	CCOC(=O)[C@H]1[C@H]2COc3ccccc3[C@@H]2N2C(=O)c3c(C)cc(C)cc3NC(=O)[C@@]12C	-2%	2%	nt	-9%	nt
36	Cn1c(N)c(C(=O)COC(=O)CNC(=O)c2ccccc2Cl)c(=O)n(C)c1=O	1%	0%	nt	44%	nt
37	O=S(=O)(NCC1CCCO1)c1ccc(S(=O)(=O)N(Cc2ccccc2F)C2CCCCC2)cc1 (stereo not drawn)	-9%	-10%	nt	22%	nt
38	CCC(C)NC(=O)CCSc1ccc(C)cc1 (stereo not drawn)	-3%[46.1 µM]	-1%	4%	-11%	-5%
39	O=C(Nc1ccc(Nc2ccccc2)cc1)c1ccccc1	-6%	-2%	nt	16%	nt
40	COc1cc(NC(=O)COc2ccc(Br)cc2)ccc1NC(=O)C(C)C	4%	-3%	-9%	-9%	3%
41	Cc1ccc(S(=O)(=O)NC(C)C(=O)NC(C)c2cccs2)cc1 (stereo not drawn)	2%	5%	-7%	?	-1%

no.	Menin-MLL TR inh	A-T KAP1 phos	TSG101-PTAP inh	TSHR antag	Mito fusion act
31	-14%	-1%	-6%	-28	12%
32	?	nt	-5%	nt	-1%
33	-12%	6%	-1%	7	1%
34	-14%	-2%	-5%	-6	12%
35	nt	6%	-2%	-4	2%
36	nt	-4%	2%	-5	0%
37	nt	nt	-6%	nt	nt
38	-2%	21%	0%	-6	1%
39	nt	nt	0%	nt	nt
40	1%	3%	0%	4	1%
41	-16%	1%	1%	-10	-4%

# Given field by field: part of the list above
40: COc1cc(NC(=O)COc2ccc(Br)cc2)ccc1NC(=O)C(C)C
  TCR activator: 4%
  ASM inhibitor: -3%
  CXXC DNA block: -9%
  a7 integrin act: -9%
  MBNL1 CUG block: 3%
  Menin-MLL TR inh: 1%
  A-T KAP1 phos: 3%
  TSG101-PTAP inh: 0%
  TSHR antag: 4
  Mito fusion act: 1%

41: Cc1ccc(S(=O)(=O)NC(C)C(=O)NC(C)c2cccs2)cc1 (stereo not drawn)
  TCR activator: 2%
  ASM inhibitor: 5%
  CXXC DNA block: -7%
  a7 integrin act: ?
  MBNL1 CUG block: -1%
  Menin-MLL TR inh: -16%
  A-T KAP1 phos: 1%
  TSG101-PTAP inh: 1%
  TSHR antag: -10
  Mito fusion act: -4%

# From PubChem BioAssay

# The list is partial; the hit share may differ from the screen's.
